12-hLO inh: blocks human 12-lipoxygenase activity; 0.12% of 150,000 active; Potency, µM (doses to about 57.1 µM), without a hit: top-dose activity change, negative = inhibition, actives largely listed as inhibitors; P18054; purified 12-hLO, xylenol orange hydroperoxide absorbance; note: potency is the fitted concentration of half-maximal effect; nearly all actives have a fitted effect of over 55% in size; many of its hits are not listed in these tables
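150 nM 12hLO, 25 mM Hepes pH 7.0 + 0.01% Triton X-100; cpd preinc 15 min RT; 40 uM arachidonic acid, 30 min RT; Fe-XO 30 min; A573/A405 ratio as read-out.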
IMPase inh: IMPase inhibition in cells | P97697 | CHO-M1 cells, IP1 accumulation, HTRF TR-FRET ratio | inhibition (IP1 accumulation), % at 46.1 µM | 120,000 tested, under 10 active; active = well fitted curve in the direction sought with a large enough effect in the signal ratio, not every such curve was filed as active; inconclusive = small, poorly fitted or top-dose-only effect, or a change in a side signal; inactive = no such curve, though single readings can be large or run the other way; the % refers to the signal ratio;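 note: cells stimulated with carbachol in lithium chloride buffer; plate controls were DMSO basal wells for no effect and reference inhibitor wells for full effect; higher means more IMPase inhibition seen as more IP1 and lower FRET ratio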
Target sequence (P97697 whole entry, looked up): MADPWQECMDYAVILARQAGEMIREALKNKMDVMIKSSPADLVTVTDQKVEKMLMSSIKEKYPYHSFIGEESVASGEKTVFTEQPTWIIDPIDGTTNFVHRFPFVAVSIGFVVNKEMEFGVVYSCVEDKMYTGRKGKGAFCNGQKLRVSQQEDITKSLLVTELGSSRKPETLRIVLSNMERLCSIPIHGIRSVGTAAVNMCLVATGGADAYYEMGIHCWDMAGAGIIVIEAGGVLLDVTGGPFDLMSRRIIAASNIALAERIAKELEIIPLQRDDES
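The IP-One HTRF competitive assay in carbachol-stimulated CHO-M1 cells quantifies cellular IP1. Compounds spanned up to 46 uM final, and activity is expressed as AC50 from concentration-response fits of the ratio and donor data.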
15-hLO-2 inh: 15-hLO-2 (ALOX15B) enzyme inhibition; Potency, µM (doses to about 57.1 µM), inactives show at the highest dose activity change, negative = inhibition, usual class: inhibitors; AID 881; O15296; purified 15hLO-2, xylenol orange hydroperoxide absorbance; 0.56% of 110,000 active; note: potency is the fitted concentration of half-maximal effect; nearly all actives have a fitted effect of over 60% in size; many of its hits are not listed in these tables
Target sequence (O15296 whole entry, looked up): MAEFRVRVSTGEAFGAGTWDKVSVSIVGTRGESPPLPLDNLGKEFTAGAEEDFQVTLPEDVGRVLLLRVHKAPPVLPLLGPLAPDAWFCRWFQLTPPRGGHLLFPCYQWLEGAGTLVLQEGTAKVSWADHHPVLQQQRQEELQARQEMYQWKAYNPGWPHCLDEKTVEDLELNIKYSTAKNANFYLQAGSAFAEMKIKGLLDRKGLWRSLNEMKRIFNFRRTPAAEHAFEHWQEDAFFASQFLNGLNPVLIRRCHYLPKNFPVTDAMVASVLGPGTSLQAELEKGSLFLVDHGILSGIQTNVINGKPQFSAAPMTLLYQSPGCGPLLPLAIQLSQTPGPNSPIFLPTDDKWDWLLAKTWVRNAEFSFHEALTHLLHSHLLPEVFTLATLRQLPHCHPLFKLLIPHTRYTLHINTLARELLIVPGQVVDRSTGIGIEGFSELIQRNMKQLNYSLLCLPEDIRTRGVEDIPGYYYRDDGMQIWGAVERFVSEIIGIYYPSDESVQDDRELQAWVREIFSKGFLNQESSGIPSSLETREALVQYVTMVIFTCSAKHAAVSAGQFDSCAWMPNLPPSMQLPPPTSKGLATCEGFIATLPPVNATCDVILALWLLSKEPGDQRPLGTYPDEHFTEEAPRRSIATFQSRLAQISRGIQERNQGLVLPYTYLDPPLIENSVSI
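Read-out: hydroperoxide product oxidises ferrous iron, measured as xylenol orange complex via the 573-to-405 nm absorbance ratio after 30 min. Reaction: 50 nM enzyme, 15 min compound preincubation, 45 uM arachidonic acid, 90 min RT, Hepes pH 7.5 with Triton X-100.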
PNC assembly inh: perinucleolar compartment assembly inhibition. PC3M PTB-GFP, PNC prevalence imaging, 16 h; hits give low values. activity change (PNC), negative = inhibition, % at 10 µM. 3.1% of 140,000 active. AID 2417;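 active = readout at or below -70, meaning at least 70% loss of cells showing the perinucleolar compartment, a nuclear body marking cancer cells; inconclusive = readout between -30 and a set limit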;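 note: plate controls were DMSO wells for no effect and camptothecin positive control wells for full effect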
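PC3M cells stably expressing PTB-GFP, 750–1000 cells/well, treated 16 h at 37 °C with compound (23 nl of library stock), in duplicate. After paraformaldehyde fixation and Hoechst stain, imaged at 20x; PNC prevalence scored by image analysis.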
* hit, by the source's call; u = inconclusive; x = no result given; [ ] = remark or other dose. Unless noted, calls come from the whole dose curve; as a rule, active = well fitted curve in the direction sought with a large enough effect; inconclusive = small, poorly fitted or top-dose-only effect, or another doubt; inactive = no such curve, though single readings can be large; an effect the other way counts as inactive or inconclusive. Unless noted, % is set by controls: 0 for no effect and ±100 for the full control effect. This is a subset; count on the stated rates, not on these rows.

no.	structure	IMPase inh	12-hLO inh	15-hLO-2 inh	PNC assembly inh
1	CCn1c(SCC(=O)Nc2cc(C)on2)nnc1-c1cccs1	6	-10%	-2%	0
2	COCCN1C(=O)C(=O)/C(=C(/O)c2cccc(OC)c2)C1c1ccncc1 (centres undefined)	-4	-5%	-3%	-8
3	CCOc1ccc(OCC)c(NC(=O)CCn2cccc2)c1	0	2%	-9%	-18
4	CC(=O)C1=C(O)C(=O)N(Cc2cccnc2)C1c1ccc(Cl)cc1Cl (centres undefined)	-18	-4%	x	-5
5	CSC1=NCCN1C(=O)c1cccs1	-5	1%	4%	-16
6	Cc1ccc(Nc2nc(N3CCOCC3)c3ccccc3n2)cc1	14	-25%	47%[activator]	17
7	O=[N+]([O-])c1ccc(N2N=C(c3ccco3)CC2c2ccccc2)cc1 (centres undefined)	10	-9%	13µM*	91
8	CCC(C)c1ccc(OCCN2CCCC2)cc1 (centres undefined)	2	9%	10%	44
9	Cc1ccc(NC(=O)c2ccccc2CCc2ccccc2)c(C)c1	-1	-2%	-5%	43
10	CC(NC(=S)Nc1ccc(Cl)cc1Cl)C(c1cccs1)N1CCCC1 (centres undefined)	x	-8%	x	u
11	CCOc1ccc(NC(=O)CSc2nnc(-c3ccccc3Cl)n2Cc2ccco2)cc1	16	-11%	-13%	8
12	Cc1ccc(NS(=O)(=O)c2ccc(NC(=O)c3ccc(Br)o3)cc2)c(C)c1	5[1.84 µM]	-5%	-3%[11.4 µM]	-20
13	COc1ccccc1-n1c(SCC(=O)NCc2ccc3c(c2)OCO3)nc2cc([N+](=O)[O-])ccc21	x	-19%	x	-10
14	COc1ccc(Cn2c(=O)[nH]c3cc(C(=O)N4CCN(Cc5ccccc5)CC4)ccc3c2=O)cc1	1	-17%	-4%	17
15	O=C(CCS(=O)(=O)c1cccc2nonc12)N1CCOCC1	8	-4%	-7%	-7
16	CCC(=O)NC(/C=C/c1ccccc1)c1cc([N+](=O)[O-])c2cccnc2c1O (centres undefined)	-2	3%	x	u
17	O=S(=O)(Nc1nc2ccc(S(=O)(=O)N3CCCCC3)cc2s1)c1ccccc1	11	-11%	-26%	3
18	CC1CCN(C(=S)c2ccc(O)cc2)CC1	4	-10%	-28%	-1
19	CCOC(=O)N1CCN(CC(O)COc2ccc(C)cc2C(C)(C)C)CC1 (centres undefined)	x	3%	x	28
20	CCNS(=O)(=O)c1ccc2c(c1)NCC2	x	-1%	x	u
21	CCc1cc2c(=O)nc3n(c2s1)Cc1ccccc1/C3=C(/O)c1ccc(F)cc1	3	-13%	-19%	9
22	O=C(Nc1ccccc1OC(=O)c1ccc(Cl)cc1)c1ccc(Cl)cc1	-4	0%	x	-94*
23	CCc1c(C)sc(NC(=O)C2CCCO2)c1C#N (centres undefined)	-7	-8%	x	-26
24	CC(C)COc1ccc(C(=O)N/C(=C\c2cccc([N+](=O)[O-])c2)C(=O)OC(C)C)cc1	-17	1%	-3%	14
25	COc1ccc(CCNC(=O)c2c(O)c3cccc4c3n(c2=O)CC4)cc1	5	3%	2%	u

Retrieved one by one from the list above, 2 records:
no.	structure	IMPase inh	12-hLO inh	15-hLO-2 inh	PNC assembly inh
9	Cc1ccc(NC(=O)c2ccccc2CCc2ccccc2)c(C)c1	-1	-2%	-5%	43
5	CSC1=NCCN1C(=O)c1cccs1	-5	1%	4%	-16

Arranged by number of heavy atoms (highest first): some entries from above.
no.	structure	IMPase inh	12-hLO inh	15-hLO-2 inh	PNC assembly inh
14	COc1ccc(Cn2c(=O)[nH]c3cc(C(=O)N4CCN(Cc5ccccc5)CC4)ccc3c2=O)cc1	1	-17%	-4%	17
13	COc1ccccc1-n1c(SCC(=O)NCc2ccc3c(c2)OCO3)nc2cc([N+](=O)[O-])ccc21	x	-19%	x	-10
24	CC(C)COc1ccc(C(=O)N/C(=C\c2cccc([N+](=O)[O-])c2)C(=O)OC(C)C)cc1	-17	1%	-3%	14
21	CCc1cc2c(=O)nc3n(c2s1)Cc1ccccc1/C3=C(/O)c1ccc(F)cc1	3	-13%	-19%	9
17	O=S(=O)(Nc1nc2ccc(S(=O)(=O)N3CCCCC3)cc2s1)c1ccccc1	11	-11%	-26%	3
19	CCOC(=O)N1CCN(CC(O)COc2ccc(C)cc2C(C)(C)C)CC1 (centres undefined)	x	3%	x	28
22	O=C(Nc1ccccc1OC(=O)c1ccc(Cl)cc1)c1ccc(Cl)cc1	-4	0%	x	-94*
10	CC(NC(=S)Nc1ccc(Cl)cc1Cl)C(c1cccs1)N1CCCC1 (centres undefined)	x	-8%	x	u
6	Cc1ccc(Nc2nc(N3CCOCC3)c3ccccc3n2)cc1	14	-25%	47%[activator]	17
3	CCOc1ccc(OCC)c(NC(=O)CCn2cccc2)c1	0	2%	-9%	-18
20	CCNS(=O)(=O)c1ccc2c(c1)NCC2	x	-1%	x	u

Next compounds follow:
no.	structure	IMPase inh	12-hLO inh	15-hLO-2 inh	PNC assembly inh
26	O=C(COc1ccccc1)NCC(=O)NC1=NCCS1	2	-6%	2%	1
27	N#Cc1ccc(C(=O)Nc2cc(S(=O)(=O)N3CCCC3)ccc2OCC(F)(F)F)cc1	x	-3%	x	u
28	O=C(NNC(=O)[C@@H]1CCCC[C@@H]1C(=O)O)Nc1ccccc1	x	-1%	x	35
29	CSc1nc(Sc2cccc(Cl)c2)c2ccccc2n1	0	5%	0%	62
30	CC1(C)Cc2ccccc2C(N/N=C/c2ccc(Cl)cc2)=N1	5	-5%	x	-13
31	Cc1ccc(N(C)C(=O)N2CCN(S(=O)(=O)c3ccc(C)c(C)c3)CC2)cc1	0	-17%	-3%	37
32	CCCCNC(=S)Nc1ccc(Cl)cc1	x	-4%	x	u
33	Cc1ccc(NC(=O)CCC(=O)NNC(=O)c2cccs2)c(C)c1	3	1%	-1%	-22
34	Cc1cc(C)nc(SCc2nc3ncccn3c2Br)n1	12	0%	-6%	23
35	COc1ccc(C)cc1S(=O)(=O)N(C)CC(=O)NC1CC1	0	-1%	2%	-3
36	CCOc1ccc(-n2nc3c(=S)[nH]nc(C)c3c2C)cc1	x	3%	x	-24
37	Cc1ccc(N(C(=O)C2COc3ccccc3O2)C(C(=O)NC2CCCCC2)c2cn(C)nc2C)cc1 (centres undefined)	x	0%	x	u
38	CCOC(=O)c1[nH]c(C)c(C(=O)OCC(=O)NC(=O)NC(C)(C)C)c1C	-3	-3%	-9%	u
39	OC(CN1C2=NCCCN2c2ccccc21)c1ccc2c(c1)OCO2 (centres undefined)	7	-1%	4%	5
40	O=C(CN1CCN(c2ccc(Cl)cc2)CC1)Nc1ccc(F)c(F)c1	2	-7%	4%	45
41	CC(C)(C)c1ccc(S(=O)(=O)NCC(=O)N2CCN(C(=O)c3ccco3)CC2)cc1	-3	-1%	0%	9
42	c1ccc(SC(Sc2ccccc2)c2ccc3c(c2)OCO3)cc1	x	1%[11.4 µM]	-6%[11.4 µM]	x
43	CC(C)CCn1c(SCCN2CCOCC2)nc2c1c(=O)[nH]c(=O)n2C	u	-5%	-7%	6
44	Cc1ccc(NC(=O)c2cccs2)cc1NC(=O)c1ccco1	0	6%	-4%	11
45	CCCC1=C(C(=O)OCC)C(c2ccccc2OC)NC(=O)N1 (centres undefined)	3[9.22 µM]	-4%	-1%	4
46	CCN1CCN(C(=S)c2ccc(SC)cc2)CC1	-1	1%	8%	5
47	O=C(CN1CCN(c2ccccc2F)CC1)c1ccc2c(c1)OCO2	1	-21%	-14%	15
48	CCC1(C)Cc2c(sc3nn[nH]c(=O)c23)CO1 (centres undefined)	-6	-5%	-13%	19
49	Cc1ccc(-n2c(O)c(/C=N/Nc3ccc(S(=O)(=O)N4CCOCC4)cc3[N+](=O)[O-])c3ccccc3c2=O)c(C)c1	x	-1%	x	40
50	COc1ccc(C)cc1-n1nnnc1SCC(=O)Nc1cccnc1Cl	x	-5%	x	25
51	CCCOc1ccccc1-c1nc2c([nH]1)c(=O)[nH]c(=O)n2C	7	-4%	4%	-9
52	O=C(Nc1nnc(C2CC2)s1)c1ccc(Cl)c(S(=O)(=O)N2CCc3ccccc3C2)c1	-1	-2%	x	-3
53	CCCCN1C(=O)C(NC(C)=O)c2ccccc21 (centres undefined)	-6	0%	-4%	12
54	Cc1ccc(S(=O)(=O)c2nc(NC3CCS(=O)(=O)C3)sc2Cl)cc1 (centres undefined)	3	0%	4%	4
55	CCOP(=O)(O)c1ccccc1OCCOc1ccccc1P(=O)(O)OCC	5	2%	2%	-27
56	CC(C)N(C(=O)CSc1nc2ccccc2n1-c1ccccc1)C(C)C	7	-2%	1%	59
57	COc1ccc(S(=O)(=O)N(Cc2nc3ccccc3c(=O)[nH]2)C2CCCC2)cc1	3	-5%	-20%	27
58	CC(C)Sc1oc(-c2ccco2)nc1S(=O)(=O)c1ccccc1	u	-2%	x	-27
59	COC(=O)C1=C(C)NC(=O)CC1c1cc(Br)ccc1F (centres undefined)	5	-3%	6%[2.29 µM]	u
60	COc1ccc(Br)c2c1C[C@H](C(=O)O)CC2	x	7%[11.4 µM]	2%[11.4 µM]	x
61	O=C(Nc1cnc2sc3c(n2c1=O)CCCC3)c1ccc(F)cc1	-2	-1%	3%	5
62	O=C(CSc1nnc(CNc2ccccc2)o1)N1CCN(C(=O)c2ccco2)CC1	-12[1.84 µM]	0%	x	u
63	CC(=O)C1=NN(c2ccccc2)C(c2cccs2)N1c1ccc(N(C)C)cc1 (centres undefined)	15	-16%	9%	-22
64	Cc1cc(C)n(-c2nnc(C)n2/N=C/c2cc(Br)ccc2OCc2ccccc2)n1	17	-6%	7%	-8
65	CCC(C(=O)NC1CCCC1)n1c(SCc2cccc(C)c2)nc2ccncc21 (centres undefined)	x	3%	x	66
66	CCN(C(=O)/C=C/c1ccc2c(c1)OCO2)c1ccccc1	x	-5%	x	-84*
67	Cc1cccc(NC(=S)NNC(=O)c2cc3c(s2)CCC(C)C3)c1C (centres undefined)	x	-2%	x	-8
68	O=C(NCc1ccc2c(c1)OCO2)C1CCCN(S(=O)(=O)c2cccc3nonc23)C1 (centres undefined)	-7	-16%	-8%	42
69	O=C(COc1ccc(Br)cc1Cl)NC1CCCCC1	x	0%	x	19
70	CCOc1ccccc1N1CCN(CC(=O)Nc2nnc(CC)s2)CC1	6	-5%	x	u
71	CCOC(=O)c1[nH]c2ccc(F)cc2c1N=C(C)N(CC)CC	7	3%	6%	-20
72	Cc1cccc2cc(CN(Cc3cccnc3)C(=O)c3ccccc3F)c(Cl)nc12	0	3%	21%	7
73	Cc1cccc(NC(=O)CO/N=C/c2ccc3c(c2)OCO3)c1	7	0%	x	5
74	CCn1c(SCC(=O)Nc2ccc(NC(=O)c3cccs3)cc2)nnc1-c1cccnc1	6	3%	5%	u
75	CCCOc1ccc(C2NC(=O)NC2=O)cc1 (centres undefined)	x	1%	x	-28

Remaining list, next part.
no.	structure	IMPase inh	12-hLO inh	15-hLO-2 inh	PNC assembly inh
76	COc1ccc(NC(=O)COc2ccc(/C=N/n3c(C)nnc3C)cc2OC)cc1	1	1%	-1%	-4
77	O=C(O)Cn1nc(-c2ccc(F)cc2)oc1=O	0	-4%	-7%	32
78	CC(C)c1ccc(N(C(=O)c2cc3ccccc3oc2=O)C2C=CS(=O)(=O)C2)cc1 (centres undefined)	-14	3%	x	2
79	CCOc1ccc(NS(=O)(=O)c2ccc(NC(=O)C3CCCO3)cc2)cc1 (centres undefined)	u	0%	-1%	18
80	Cc1ccc(NC(=S)N(CCN(C)C)C(C)c2ccco2)cc1C (centres undefined)	x	0%	x	u
81	CC1(C)CC2CC(C)(CN2C(=O)COC(=O)CNC(=O)c2ccc(Cl)c(Cl)c2)C1 (centres undefined)	5	3%	x	u
82	Cc1ccc(C2(C(F)(F)F)N=C3Sc4cc(C)ccc4N3C(=O)N2)cc1 (centres undefined)	15	-18%	-6%	-25
83	CC(=O)c1c(C)[nH]c(C(=O)COC(=O)CCSc2ccccc2)c1C	x	-1%	x	17
84	COc1cc2c(cc1NC(=O)CN1C(=O)NC3(CCc4ccccc43)C1=O)oc1ccccc12 (centres undefined)	14	-3%	10%	-20
